# From PubChem BioAssay
# E-sel inducer: E-selectin induction on HUVECs. AID 686992. P16581. activation, % at 7.58 µM. 0.37% of 260,000 active. HUVEC E-selectin immunofluorescence imaging; normalized: neutral wells 0, TNF-alpha wells 100;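 active = mean E-selectin-positive cell signal at least 10% of the positive control, reached in at least 60% of replicates, without over 20% cell loss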;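 also: in these data hits start at about 27%; measured in HUVEC primary endothelial cells; signal is the percent of cells scored E-selectin positive by PE staining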
#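 Assay system: HUVEC, human umbilical vein endothelial cells / Amount: 3,000 HUVEC/well / Controls: TNF-alpha positive control, DMSO neutral control / Compound dosing: single concentration / Medium: EGM-2 over gelatin coat / Evaluation: percent E-selectin-positive cells / Signal: immunofluorescence imaging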
# S100A4 inh HTS: blocks human S100A4 binding to myosin IIA peptide | 0.14% of 360,000 active | AID 652163 | S100A4/TAMRA-MyoIIA peptide fluorescence polarization | inhibition, % at 10.7 µM | P26447;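 active = mean inhibition of at least 70% across replicates, with every replicate also reaching that level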
# Target sequence (P26447 whole entry, looked up): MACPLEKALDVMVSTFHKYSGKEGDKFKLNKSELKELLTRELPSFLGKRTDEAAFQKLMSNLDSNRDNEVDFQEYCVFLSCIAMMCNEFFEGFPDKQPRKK
#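 Test system: S100A4 monomer protein. Medium: HEPES buffer with Ca2+, pH 7.2. Reagent: fluorescent myosin IIA peptide, 5 nM. Compound dosing: single-point compound testing. Timing: 5 min between mix addition and reading. Benchmarks: DMSO neutral and TFP positive wells.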
# XiGFP reactiv: X-chromosome reactivation activator | XiGFP mouse fibroblasts, % GFP-positive cells imaging, 3 d; cells co-treated with 5-aza-dC sensitizer; scaled so ellipticine positive control = 100% | activation, % at 7.58 µM | 0.055% of 360,000 active;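 active = mean normalized replicate activation at least 10% and every replicate at or above 10%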;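 also: 0% = median of on-plate neutral control wells and 100% = ellipticine 6 µM median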
#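 System: XiGFP fibroblasts, SV40-immortalized. Medium: DMEM plus 5-aza-dC sensitizer. Doses: single point. Timing: 3 d treatment, 15 min room-temperature fixation. Control set: ellipticine 6 µM.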
# FN deposition inh: fibronectin deposition inhibition; AH1F fibroblasts, Alexa488-fibronectin deposition fluorescence, overnight; inhibition, % at 12.6 µM; 0.086% of 350,000 active; AID 743247;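 active = mean inhibition across replicates of 30% or more, regardless of how many single replicates reach that level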;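 also: positive control wells lacked labelled fibronectin entirely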
#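 Schedule: 1 h cell adhesion before compound, then overnight fibronectin incubation; test system: AH1F fibroblast monolayer depositing Alexa488-labelled fibronectin into matrix; quantity: 10000 AH1F cells per well; probe or stimulus: fluorescent fibronectin at 24 nM final; signal: fluorescence, ex 485 nm, em 525 nm; evaluation: percent inhibition as loss of matrix-bound fibronectin fluorescence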
# esBAF inh: SWI/SNF esBAF complex inhibition. mouse ES cells, Bmi1-luciferase knock-in reporter, 24 h; 100% = twice the neutral-well signal. reporter increase, % at 12.5 µM. 2% of 350,000 active. AID 602393; in the data active = activation above about 40%;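 also: 0% = median of the plate's neutral control wells and 100% = double that signal; a rise in the Bmi1 reporter signal indicates esBAF inhibition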
# EWS-Fli inh: blocks EWS/Fli oncoprotein-driven transcription; 0.67% of 350,000 active; A673 NR0B1-luciferase reporter, viability-normalised; inhibition, % at 12.6 µM;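 active = mean inhibition of at least 50% after viability correction, with every replicate also passing that limit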;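 also: firefly luciferase signal divided by Alamar Blue viability fluorescence both relative to DMSO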
# RAD54 branch: inhibitors of human RAD54 branch migration; RAD54 Holliday junction branch migration, FAM/BHQ fluorescence; inhibition, % at 10.4 µM; 0.14% of 360,000 active;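 active = mean normalized replicate activity at least 40 and at least half of replicates scoring 40 or more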;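 also: 0% = median of neutral control wells and 100% = median of positive control wells; inhibitors cause a drop in the FAM fluorescence signal; in these data hits start at about 50%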
# RAD52 anneal inh: blocks human RAD52 DNA annealing. recombinant RAD52 DNA annealing, FRET fluorescence. 0.46% of 360,000 active. inhibition, % at 18.7 µM. P43351. AID 651710;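 active = every replicate showing at least 50% inhibition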
# Target sequence (P43351 whole entry, looked up): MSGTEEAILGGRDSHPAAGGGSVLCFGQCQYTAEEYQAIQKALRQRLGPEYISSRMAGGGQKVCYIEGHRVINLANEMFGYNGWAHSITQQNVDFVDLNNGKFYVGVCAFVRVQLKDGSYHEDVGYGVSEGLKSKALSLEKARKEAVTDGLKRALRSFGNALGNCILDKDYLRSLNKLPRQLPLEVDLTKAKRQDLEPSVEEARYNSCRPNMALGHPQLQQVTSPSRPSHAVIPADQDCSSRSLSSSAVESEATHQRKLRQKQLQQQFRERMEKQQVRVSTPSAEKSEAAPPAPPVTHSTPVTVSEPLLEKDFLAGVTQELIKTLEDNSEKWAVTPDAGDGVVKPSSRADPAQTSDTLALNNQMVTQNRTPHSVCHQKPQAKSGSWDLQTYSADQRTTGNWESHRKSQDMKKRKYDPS
# * marks the source's active call; other numbers are inactive results; / = not tested or not shown.
mol,RAD54 branch,EWS-Fli inh,RAD52 anneal inh,E-sel inducer,XiGFP reactiv,esBAF inh,FN deposition inh,S100A4 inh HTS
C[C@@H](NC(=O)C[C@H]1CC[C@@H](NC(=O)Cc2ccccn2)[C@H](CO)O1)c1ccccc1,-3,-7,7,0.1,0.0,1,12,19
COc1cc(SC)ccc1C(=O)Nc1ccc(C)cc1,/,-37,-2,/,0.1,/,3,4
CCOc1ccccc1OCc1nn2c(-c3ccc(C)cc3)nnc2s1,-11,/,-17,/,/,-1,/,-2
COc1cccc(CNC(=O)C[C@@H]2CC[C@H](NC(=O)C3CC3)[C@@H](CO)O2)c1,1,1,-10,-0.2,0.6,2,-5,9
O=C(c1ccncc1)N1CC2(C1)[C@H](c1ccccc1)[C@H](CO)N2Cc1ccccn1,/,10,-4,0.2,0.0,/,/,4
COc1ccc(OC(=O)NCCc2ccccc2)cc1,-16,-96,-2,-0.7,0.1,/,-15,3
COC(=O)Cc1c(O)ccn(Cc2ccc3c(c2)OCO3)c1=O,-2,1,2,-1.3,0.1,-8,2,3
O=C1CN(S(=O)(=O)Cc2ccccc2)C[C@H]2[C@@H](c3ccc(C#Cc4cccnc4)cc3)[C@@H](CO)N12,/,/,-3,0.3,0.1,/,/,7
c1cc[n+](CCCC[n+]2ccccc2)cc1,-4,-1,-5,/,0.0,5,4,-2
COc1ccc(C(O)C2c3c(cc4c(c3OC)OCO4)CCN2C)c(CO)c1OC (configuration not stated),3,2,-16,/,/,-2,/,2
O=C(Cn1nc(-c2ccccc2)oc1=O)OCC(=O)c1ccccc1,3,4,-15,-0.2,-0.1,-3,-5,7
C[C@H](CO)N1C[C@H](C)[C@H](CN(C)C(=O)Cc2ccncc2)Oc2ncc(C#C[C@@H](C)O)cc2C1=O,3,-4,-6,0.4,0.5,2,-17,-6
C[C@H](CO)N1C[C@H](C)[C@@H](CN(C)S(C)(=O)=O)OCCCC[C@H](C)Oc2ccc(NS(C)(=O)=O)cc2C1=O,4,-14,/,-0.2,0.1,-1,/,/
C[C@H]1CCCCO[C@@H](CN(C)S(=O)(=O)c2ccc(Cl)cc2)[C@@H](C)CN([C@@H](C)CO)C(=O)c2cc(NS(C)(=O)=O)ccc2O1,-4,-7,-22,0.0,-0.1,3,/,-2
Cc1cc(C)n2nc(C(=O)Nc3cc(S(=O)(=O)N4CCCCC4)ccc3C)nc2n1,15,-4,-13,/,0.1,-2,-1,1
O=C(CCCc1ccccc1)Nc1ccnn1C1CCN(Cc2ccc(Cl)cc2)CC1,-6,/,-33,/,0.0,1,1,1
CCOc1cccc(Oc2ccc(C(F)(F)F)cn2)c1,0,/,-2,/,/,5,/,0
CN(C)c1ccc(Cc2ccc(N(C)C)cc2)cc1,-2,-10,-9,-0.2,0.2,7,-3,-10
CCC(=O)N1CC2(C1)CN(C(C)=O)[C@H](CO)c1[nH]c3cc(OC)ccc3c12,/,-2,11,0.1,0.0,/,/,1
O=C(COC(=O)c1cncc(Br)c1)NCc1ccc(Cl)cc1,4,15,-21,0.2,-0.1,-8,-3,0
C[C@@H](C(=O)Nc1ccc2ccccc2c1)[C@H]1C[C@]1(C)[C@H](NC(=O)OCc1ccccc1)c1ccccc1,6,-17,-3,0.0,0.0,21,1,-4
COc1ccc(S(=O)(=O)Nc2cccc(-c3ccc(N4CCCCCC4)nn3)c2)cc1OC,3,/,-32,/,0.1,19,3,1
CCOC(=O)N1CCC(NC(=O)c2ccc3c(c2)N(Cc2ccccc2)CCS3)CC1,1,4,-9,14,0.2,2,2,-7
CN(C)C(=O)c1cccc(-c2csc(N3CCC(C(N)=O)CC3)n2)c1,/,-39,-14,0.0,0.0,/,7,-3
COc1ccc(CC(=O)Nc2nc(-c3cc(OC)ccc3OC)cs2)cc1,/,-13,-29,/,0.0,6,8,-5
O=C(Nc1cc(Br)ccc1O)c1cnn2c(C(F)F)cc(C3CC3)nc12,/,-16,-18,/,0.0,/,-2,0
Cc1ncc([N+](=O)[O-])n1Cc1cccc(F)c1,/,11,-3,/,0.2,/,-3,5
C=CCN1CCS(=O)(=O)N(Cc2ccccc2)[C@@H](C(C)C)C1=O,11,-3,-3,-0.1,0.0,6,-7,1
C/C=C/c1ccc2c(c1)O[C@@H](CN(C)Cc1ccccn1)[C@@H](C)CN([C@H](C)CO)S2(=O)=O,8,3,-3,-0.1,0.7,-3,/,-5
CCN(CC(=O)Nc1ccccc1C(F)(F)F)C(=O)c1cccc(S(=O)(=O)N2CCN(C)CC2)c1,2,-7,-8,0.2,0.9,-5,6,3
CCOc1ccc2[nH]c(=O)c(C(c3nnnn3C3CCCCC3)N3CCN(C)CC3)cc2c1 (configuration not stated),-2,/,/,0.0,/,1,1,/
Cc1ccc(S(=O)(=O)N2C[C@@H]3[C@H]4CC[C@H](C4)[C@@H]3[C@@H](C)[C@@H]2c2cn(Cc3ccccc3)c3ccc(F)cc23)cc1,-5,-6,-6,-1.1,0.4,6,/,-4
CC(C(=O)N=Nc1c(O)n(C)c2ccc(Br)cc12)n1cnc2ccccc2c1=O (configuration not stated),/,11,-16,/,0.1,/,2,-15
CCN(C(=O)c1ccc2c(c1)OCO2)C1CCS(=O)(=O)C1 (configuration not stated),0,3,-6,2.6,-0.1,2,2,1
COCC(=O)Nc1ccc2c(c1)OC[C@@H](C)N(Cc1ccccc1F)C[C@H](C)[C@@H](OC)CN(C)C2=O,/,2,-9,-0.2,0.1,/,-16,5
COCc1c(C(=O)N/N=C\c2cccnc2)nnn1-c1nonc1N,7,-11,-10,/,0.3,1,-1,-2
COc1cccc(CNC(=O)c2cccc(NC(=O)CC3SC(N4CCCCC4)=NC3=O)c2)c1 (configuration not stated),0,-5,-15,-1.5,0.0,-2,8,-9
COCC(=O)N(C)C[C@@H]1Oc2cc(-c3ccc(C#N)cc3)ccc2S(=O)(=O)N([C@H](C)CO)C[C@H]1C,4,-1,-2,0.6,-1.2,5,4,-3
COc1ccccc1NS(=O)(=O)c1cccc(NC(=O)NCCCl)c1,/,-19,-11,0.0,0.3,/,3,3
Cc1ccc(S(=O)(=O)N2CCC(C(=O)Nc3ccncc3)CC2)cc1,1,-1,-11,0.6,-0.1,/,/,-5
CN(Cc1ccccc1)c1ncnc2sccc12,-4,27,-13,/,0.2,-1,8,2
CC(C)(C)C(=O)NC(=S)N1CCc2ccccc21,/,-2,3,9.3,0.0,-3,-2,1
C[C@@H]1CCCCO[C@@H](CN(C)S(C)(=O)=O)[C@@H](C)CN([C@H](C)CO)C(=O)c2cc(NC(=O)c3ccccc3)ccc2O1,-4,-4,2,-0.2,0.1,1,/,-6
O=C1c2ccccc2C(=O)C1(CO)c1ccc(OC(F)F)cc1,-1,-69,-13,/,0.0,-1,-3,1
O=C(NCC(=O)N1CCN(c2ccccc2O)CC1)c1cccs1,10,-27,-13,0.0,-0.1,/,-18,-13
Cc1noc(C)c1S(=O)(=O)NCc1ccc2c(c1)OCO2,-5,-15,11,/,0.1,-9,-7,-1
COc1cc(C(=O)NCc2nnc(SCC(=O)Nc3c(C)cc(C)cc3C)o2)cc(OC)c1OC,-4,/,-12,/,0.2,-1,1,2
O=C1CNC(=S)N1CCOc1ccccc1,-5,-1,-3,-0.2,1.1,/,6,0
CCc1nc(SCC(=O)Nc2nnc(CC)s2)c2c(=O)n(C)c(=O)n(C)c2n1,1,13,-84,0.4,0.1,/,0,13
C/C=C1\NC(=O)[C@H](CC(N)=O)N(C)C(=O)C([C@@H](C)O)NC(=O)C(CCCc2ccc(OC)cc2)NC(=O)[C@H](C(C)C)NC(=O)/C(=C\C)NC(=O)[C@H](O)[C@@H](C[C@@H](O)CCCCCCC)NC(=O)[C@H](C)NC(=O)CN(C)C(=O)[C@H](CCC(N)=O)NC1=O (some centres not stated),0,17,-14,-5.3,0.1,-5,-3,-2

# (list continues)
mol,RAD54 branch,EWS-Fli inh,RAD52 anneal inh,E-sel inducer,XiGFP reactiv,esBAF inh,FN deposition inh,S100A4 inh HTS
CN(Cc1ccc2nsnc2c1)C(=O)C1CCC(=O)N(CCc2ccccc2)C1 (configuration not stated),5,7,-8,0.7,0.2,-6,14,-5
O=C(C[C@@H]1CC[C@@H](NS(=O)(=O)c2ccc(F)cc2)[C@@H](CO)O1)N1CCN(c2ccccc2)CC1,3,-3,-8,-0.3,0.3,4,2,5
CN(Cc1cn(Cc2cccc(Cl)c2)nn1)C1CN(Cc2cn(Cc3cccc(Cl)c3)nn2)S(=O)(=O)C1 (configuration not stated),/,11,-22,4.1,0.4,/,4,9
C[C@H](CO)N1C[C@H](C)[C@@H](CN(C)Cc2ccc(Oc3ccccc3)cc2)Oc2ccc(NC(=O)CCC(F)(F)F)cc2CC1=O,8,11,/,8.2,0.3,-2,3,/
CC(=O)NC1CC2CCCC(C1)N2C(=O)Nc1ccc(Cl)cc1 (configuration not stated),6,2,-2,0.4,0.0,-1,4,-3
COc1ccc2c3c([nH]c2c1)[C@@H](CO)N(C(C)=O)CC31CCN(C(C)=O)CC1,/,-8,-2,0.1,0.1,/,-5,/
Cc1c(NC(=O)COC(=O)c2ccccc2Cl)c(=O)n(-c2ccccc2)n1C,/,0,-22,/,0.5,/,/,39
COc1ccc(NC(=O)CN(C)C(=O)c2cn(-c3ccccc3)nc2-c2ccc(F)cc2)cc1,2,-9,0,/,0.0,10,-4,-5
CCCCNC(=O)C(=O)N/N=C/c1ccc(OCC(=O)Nc2cccc(OC)c2)c(OC)c1,/,-12,-9,/,-0.1,/,10,-2
CCCNC(=O)N(C)C[C@H]1Oc2cc(C3=CCCCC3)ccc2S(=O)(=O)N([C@@H](C)CO)C[C@@H]1C,0,13,17,0.3,-0.1,-2,-22,15
C[C@@H]1CN([C@H](C)CO)C(=O)c2cc(NC(=O)Nc3ccc4c(c3)OCO4)ccc2O[C@H]1CN(C)S(C)(=O)=O,1,0,6,/,4.2,-2,/,3
COC(=O)c1c(NC(=O)c2nc3ccccc3s2)sc2c1CC(C)(C)NC2(C)C,9,-20,-15,0.3,0.0,4,8,-3
CCC(=O)Nc1ccc2c(c1)C(=O)N(C)C[C@@H](OC)[C@@H](C)CN(C(=O)CN1CCOCC1)[C@@H](C)CO2,/,-4,/,0.0,0.3,-7,-5,/
c1ccc(CCN2CCN=C2Nc2ccccc2)cc1,-6,-3,-3,-0.1,0.1,5,-3,-1
CN1OC[C@@H]2CN3C(=O)N(c4cccc5ccccc45)c4ccccc4[C@@H]3C[C@@H]21,0,0,-8,0.0,/,2,-6,0
CC[C@@]1(C(=O)OC)N[C@H](CN(C)C(=O)COc2ccccc2)[C@@H]2C(=O)N(Cc3ccccc3)C(=O)[C@@H]21,-8,2,-8,0.0,0.0,-4,5,-4
